Assay outcomes (PubChem BioAssay)
PLK1 PBD block = blocks phosphopeptide binding to human PLK1 polo-box domain; AID 720504; 360,000 tested, 2.8% active; Potency, µM, inactives show max response, negative = inhibition, most hits filed as inhibitors; Plk1 PBD binding of FITC phosphopeptide, fluorescence polarization; P53350; also: potency is read from the fitted curve at half-maximal effect; series mostly up to about 57 µM; % is scaled to controls: 0 for no effect and ±100 for the full control effect; nearly all actives have a fitted effect of over 65% in size
PI5P4Ka inh = inhibitors of human PI5P4K alpha. PI5P4Kalpha enzyme, ADP-Glo luminescence, 60 min; active compounds read low. max response, %. 330,000 tested, 1.2% active. AID 652105; active = max response of -50% or lower; inconclusive = between -30% and -50%; inactive = -30% or higher; also: value at the top dose of about 77 µM; % is scaled to controls: 0 for no effect and ±100 for the full control effect
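Compounds were pin-transferred onto PI5P4Kalpha and substrate in HEPES pH 7.4 buffer with EGTA, CHAPS and 5% DMSO. ATP (5 microM final) started the reaction, which ran 60 minutes at room temperature before ADP-Glo detection.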
IL-2 act = activators of IL-2. IL-2 activation reporter assay, cell-based qHTS; stimulated with anti-CD3/CD4/CD28 beads; in transgenic mouse T cells. activation, % (series mostly up to about 46 µM). 360,000 tested, 0.065% active. AID 652025; in the data active = activation above about 50%; inconclusive = mostly about 30% to 49%; also: 0% is about no effect
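Unstimulated transgenic mouse T cells; 60-min compound exposure; bead-based TCR/CD4/CD28 stimulation; 18 h culture, 37 degrees C; dual fluorescence (EGFP, DsRed) plate cytometry.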
CCT modulator = changes cytosolic chaperonin activity. 360,000 tested, 0.3% active. purified chaperonin ATPase assay, HTRF ADP detection, 30 min. AID 651819. activity change, % (concentration not given with the values), hits read low; in the data active = activity change below about -30%; also: % is scaled to controls: 0 for no effect and ±100 for the full control effect
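Enzyme 40 or 20 nM (batch-dependent) in Tris pH 7.4/KCl/MgCl2/DTT; cpd 76 uM single point; ATP 10 uM; 30 min 37 °C; Transcreener ADP HTRF detection, 30 min RT; ratio 665/615.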
EPAC1 antag = EPAC1 (human) antagonism. EPAC1 GEF assay, Rap1b-BODIPY-GDP exchange fluorescence. Potency, µM (titrated, usually from 115 µM), without a hit: at the top dose activity change, negative = inhibition, most hits filed as inhibitors. 360,000 tested, 0.14% active. AID 720709;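 also: potency is read from the fitted curve at half-maximal effect; plate controls were vehicle for no effect and positive control for full effect; nearly all actives have a fitted effect of over 50% in size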
EPAC2 ag = activates human EPAC2 exchange factor. 360,000 tested, 0.079% active. Potency, µM (series often up to 154 µM), for the others: top-dose activation, usual class: activators. Q8WZA2. EPAC2 activation, biochemical qHTS; response scale: 100% = 6.5 mM cAMP response; also: potency is read from the fitted curve at half-maximal effect; nearly all actives have a fitted effect of over 50% in size
Target sequence (Q8WZA2 whole entry, looked up): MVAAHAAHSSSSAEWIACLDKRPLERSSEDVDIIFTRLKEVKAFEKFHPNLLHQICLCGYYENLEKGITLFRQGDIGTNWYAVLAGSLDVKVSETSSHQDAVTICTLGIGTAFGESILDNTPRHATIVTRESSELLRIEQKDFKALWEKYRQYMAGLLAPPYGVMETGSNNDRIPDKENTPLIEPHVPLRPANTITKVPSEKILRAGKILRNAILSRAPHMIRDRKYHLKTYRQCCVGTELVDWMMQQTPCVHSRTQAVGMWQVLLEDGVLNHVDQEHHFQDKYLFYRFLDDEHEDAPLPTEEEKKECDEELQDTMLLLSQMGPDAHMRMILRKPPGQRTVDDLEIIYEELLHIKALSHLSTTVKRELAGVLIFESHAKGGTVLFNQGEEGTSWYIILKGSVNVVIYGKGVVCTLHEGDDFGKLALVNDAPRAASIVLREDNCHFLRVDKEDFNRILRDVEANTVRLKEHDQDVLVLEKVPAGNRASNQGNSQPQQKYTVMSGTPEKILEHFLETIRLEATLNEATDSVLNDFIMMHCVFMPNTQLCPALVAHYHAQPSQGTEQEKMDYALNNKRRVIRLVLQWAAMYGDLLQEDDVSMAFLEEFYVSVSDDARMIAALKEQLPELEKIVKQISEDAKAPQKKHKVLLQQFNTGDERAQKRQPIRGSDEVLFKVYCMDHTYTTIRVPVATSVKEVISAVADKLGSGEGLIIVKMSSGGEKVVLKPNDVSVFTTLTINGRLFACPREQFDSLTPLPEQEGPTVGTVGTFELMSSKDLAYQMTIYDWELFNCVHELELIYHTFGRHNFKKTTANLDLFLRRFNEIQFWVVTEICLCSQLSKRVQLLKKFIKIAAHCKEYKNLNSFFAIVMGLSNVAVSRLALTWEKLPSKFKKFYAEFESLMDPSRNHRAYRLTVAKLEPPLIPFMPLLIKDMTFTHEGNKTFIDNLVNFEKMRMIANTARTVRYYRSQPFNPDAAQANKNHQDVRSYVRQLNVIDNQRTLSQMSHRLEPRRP
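Exchange assay: 100 nM EPAC2 with 250 nM Rap1B-BODIPY-GDP and 50 uM GDP. Fluorescence (ex 480/em 540 nm) read every 5 min for 30 min at room temperature. Data normalized to 6.5 mM cAMP as agonist control.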
WRN helicase inh = WRN helicase (human) inhibition | Potency, µM (series often up to 114 µM), without a hit: at the highest dose activity change, negative = inhibition, actives largely listed as inhibitors | Q14191 | 360,000 tested, 0.46% active | WRN helicase unwinding, fluorescent forked duplex, kinetic; also: potency is read from the fitted curve at half-maximal effect; % is scaled to controls: 0 for no effect and ±100 for the full control effect; nearly all actives have a fitted effect of over 55% in size
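Kinetic fluorescence helicase assay: unwinding of a quenched forked DNA duplex (100 nM final) with 2 mM ATP final raises red fluorescence (525/598 nm). Compounds sat 15 min at room temperature with 20 nM WRN beforehand.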
EPAC1 agonist = EPAC1 (human) agonism. O95398. EPAC1 agonist qHTS, biochemical assay; response scale: 100% = response to 6.5 mM cAMP. Potency, µM (doses to about 154 µM), for the others: top-dose activation, most hits filed as activators. 360,000 tested, 0.073% active. AID 720707; also: potency is read from the fitted curve at half-maximal effect; nearly all actives have a fitted effect of over 60% in size
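Normalized to 6.5 mM cAMP, activity reflects EPAC1-catalysed release of BODIPY-GDP from Rap1B, followed kinetically over 30 min at 480 nm excitation, 540 nm emission. Reaction contained 100 nM EPAC1, 250 nM Rap1B-BODIPY-GDP, 50 uM GDP.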
Active calls of the source: *; ? = inconclusive; . = not tested or not shown; [ ] = dose if it differs, or a comment. Unless noted, calls follow the shape of the dose curve; as a rule, active = well fitted curve in the direction sought with a large enough effect; inconclusive = small, poorly fitted or top-dose-only effect, or another doubt; inactive = no such curve, though single readings can be large; an effect the other way counts as inactive or inconclusive.

SMILES	PLK1 PBD block	PI5P4Ka inh	IL-2 act	CCT modulator	EPAC1 antag	EPAC2 ag	WRN helicase inh	EPAC1 agonist
CCOc1ccccc1NC(=O)CSc1nnc(-c2ccco2)o1	0%	.	-1.1	-0.5	-11%	7%	-8%	5%
CCN(CC)c1ccc(NC(=O)CSc2nnc(N)s2)cc1C	-10%	7	0.9	-0.7	-16%	7%	5%	0%
CC(=O)c1cccc(S(=O)(=O)Nc2cc(C(F)(F)F)ccc2N2CCOCC2)c1	-6%	9	-0.2	2.1	-1%	-2%	-2%	-11%
O=C(Nc1cccnc1)c1ccccc1F	?	-7	-0.4	-0.4	7%	4%	6%	1%
CN(C)CCCN(C(=O)c1ccc2ccccc2c1)c1nc2cc3c(cc2s1)OCO3	-3%	6	-3.0	0.8	-6%	4%	-13%	-2%
CCN1C(=O)[C@@H]2[C@@H]3CN(S(=O)(=O)c4ccc(C)cc4)[C@@H](c4ccccc4)[C@@H]3C(=O)C[C@@H]2C1=O	0%	0	0.0	-0.7	-6%	8%	-5%	-3%
COc1cccc(/C=N/Nc2nnc(C)n2N)c1OCc1ccccc1Cl	-6%	-6	-3.9	-3.0	-3%	5%	-18%	13%
O=c1oc2ccccc2c(NCc2ccc(Cl)cc2)c1[N+](=O)[O-]	-5%	5	-0.1	-2.5	2%	8%	-13%	-4%
CCOC(=O)c1ccc(NC(=O)Cn2c(C)nc3c(sc(=S)n3CC)c2=O)cc1	-8%	0	-2.2	-1.8	-14%	-14%	8%	-6%
COc1cc2ncnc(NCc3ccc(F)cc3)c2cc1OC	0%	-9	-3.9	0.9	-8%	1%	11%	4%
Cc1ccc(CSCC(=O)Nc2ccc(N3CCOCC3)cc2N2CCOCC2)cc1	2%	3	-0.2	-3.6	-2%	-2%	1%	-4%
Cc1ccc(C(=O)NC(=S)Nc2ccc(S(=O)(=O)N(C)c3ccccc3)cc2)cc1	-10%	4	0.2	-1.8	-3%	4%	-15%	11%
CC(=O)N1N=C2c3ccccc3CCC2C1c1ccc(F)cc1 (stereo not given)	9%	0	-0.9	-2.3	-13%	11%	1%	5%
N#Cc1c(-c2ccccc2)cc(-c2ccccc2)nc1SCC(=O)O	21µM*	-14	-4.3	0.1	13%	-5%	-5%	-5%
O=C1C(=Cc2ccncc2)CCCc2ccccc21	-9%	0	-4.5	-1.8	5%	6%	-4%	4%
COc1cccc(Nc2nc3ccc(C(=O)c4ccccc4)cc3n3cnnc23)c1	-15%	3	0.1	-0.9	-8%	-6%	-3%	0%
O=C(c1n[nH]c2ccccc12)N1CCN(S(=O)(=O)c2ccccc2)CC1	-6%	-5	-0.3	-1.8	-3%	9%	-3%	-1%
CCNC(=O)C1(C)CCN(C(=O)c2cccs2)C1 (stereo not given)	-2%	1	0.0	-0.7	3%	15%	3%	-17%
COc1ccc(N(C(=O)c2cccnc2)S(=O)(=O)c2cccc([N+](=O)[O-])c2)cc1	-24%	2	-0.2	-2.7	-11%	10%	-6%	5%
Cc1nn(C2CC(O)C(O)C(CO)O2)c(=O)[nH]c1=O (stereo not given)	-4%	2	-0.2	-1.4	-18%	8%	4%	0%
CCn1ccnc1CN(C)Cc1cn(-c2ccc(C)cc2)nc1-c1cccc(C)c1	10%	1	-0.9	-0.5	-25%	-6%	-13%	9%
COc1ccc(C(=O)Nc2cccc(-c3cc4ccccc4oc3=O)c2)cc1[N+](=O)[O-]	-7%	-8	0.7	-1.3	-27%	11%	-15%	3%
COC(=O)C[C@@H]1OC[C@H](C)N1S(=O)(=O)c1ccc(C)cc1	4%	-3	-0.7	.	-2%	9%	-5%	4%
Cc1ccc2[nH]c(-c3ccccc3)c(CN3CCN(C)CC3)c(=O)c2c1	-6%	.	-1.2	1.1	-11%	8%	-11%	6%
Cc1nnc(NC(=O)C(c2ccccc2)c2ccccc2)s1	-2%	3	-2.4	-1.6	-13%	3%	-15%	-3%
COc1cccc(CNCc2ccc(C(=O)O)cc2)c1OC	-6%	-3	-0.8	0.7	27%	8%	4%	9%
Cc1ccccc1NC(=O)COc1ccc(Br)cc1CNCCCO	4%	-8	1.2	1.9	-5%	-8%	4%	-7%
Cc1nc2nc(Cc3ccccc3)[nH]n2c(=O)c1Cc1ccccc1	-4%	-2	0.4	3.9	-17%	-4%	-2%	-6%
COc1cc2c(cc1OC)C(C)N(S(=O)(=O)c1ccc(C)cc1)CC2 (stereo not given)	-11%	-4	-2.6	-1.2	-11%	9%	-7%	13%
Cc1ccc2nc(-c3ccc(O)cc3)oc2c1	7%	8	-0.8	-0.3	-22%	2%	-7%[57.1 µM]	-3%

Structural class: the compounds so far with two or more sulfur atoms (3)
SMILES	PLK1 PBD block	PI5P4Ka inh	IL-2 act	CCT modulator	EPAC1 antag	EPAC2 ag	WRN helicase inh	EPAC1 agonist
CCN(CC)c1ccc(NC(=O)CSc2nnc(N)s2)cc1C	-10%	7	0.9	-0.7	-16%	7%	5%	0%
CCOC(=O)c1ccc(NC(=O)Cn2c(C)nc3c(sc(=S)n3CC)c2=O)cc1	-8%	0	-2.2	-1.8	-14%	-14%	8%	-6%
Cc1ccc(C(=O)NC(=S)Nc2ccc(S(=O)(=O)N(C)c3ccccc3)cc2)cc1	-10%	4	0.2	-1.8	-3%	4%	-15%	11%

(list continues)
SMILES	PLK1 PBD block	PI5P4Ka inh	IL-2 act	CCT modulator	EPAC1 antag	EPAC2 ag	WRN helicase inh	EPAC1 agonist
CN(CCCNC(=O)CCC(=O)N1CCOc2ccccc21)Cc1ccccc1	-11%	0	5.3	2.6	-5%	-2%	-8%	4%
COc1ccc(CCNS(=O)(=O)c2ccc3c(c2)CCN3C(=O)CCC(=O)O)cc1OC	4%	.	-1.5	-1.8	10%	-4%	-14%	2%
COc1ccc(NC(=O)CCCN2C(=O)C3C4C=CC(C4)C3C2=O)c(OC)c1 (stereo not given)	2%	0	2.9	-1.5	9%	-3%	0%	1%
O=C(Nc1ccccc1)C1C2CCCCC21 (stereo not given)	-13%	3	0.4	-0.9	-7%	5%	-11%	1%
CCc1ccc(C(=O)Nc2ccc(OC)c(S(=O)(=O)N3CCOCC3)c2)cc1	-2%	6	-0.9	-2.8	-15%	-1%	-10%	4%
CCN1CCN(CC(=O)Nc2ccc(OC(F)(F)F)cc2)CC1	1%	-4	-2.9	-2.3	-13%	16%	-23%	-7%
O=C(Nc1ccc(Cl)c(S(=O)(=O)N2CCOCC2)c1)c1cccs1	2%	-5	1.3	1.0	-1%	8%	-24%	11%
Cc1c(C)c(C)c(S(=O)(=O)n2[nH]c(=O)c(CCO)c2C)c(C)c1C	-8%	6	-0.1	-2.4	-5%	2%	-4%[57.1 µM]	0%
COc1ccccc1N1CCN(c2ccc(Cl)nn2)CC1	-4%	-7	3.5	-8.5	-9%	5%	2%	4%
CCOC(=O)c1nn(-c2ccc(F)cc2)c(=O)cc1OCC(=O)Nc1ccc(OCC)cc1	-6%	-1	-0.2	-1.8	-10%	5%	-36%	1%
CC(C)[C@H](NC(=O)c1ccccc1Cl)C(=O)OCC(=O)Nc1ccc(S(=O)(=O)N2CCOCC2)cc1	?	17	-0.2	-2.3	-7%	16%	6%	-5%
CCOC(=O)C(C(=O)Cc1ccccc1)c1ccccc1 (stereo not given)	-11%	4	0.0	-0.5	14%	11%	7%	9%
COc1ccc(-c2cc(C(=O)N/N=C/c3ccc4c(c3)OCO4)c3ccccc3n2)c(OC)c1	1%	-3	-1.0	-1.2	9%	-8%	-6%	6%
O=C(CSc1nc2ccccc2[nH]1)Nc1cccc(S(=O)(=O)N2CCOCC2)c1	-22%	2	5.3	0.2	-12%	7%	-14%	-6%
CC(=O)c1cccc(N=C2NC(=O)CS2)c1	4%	-2	-2.3	2.0	-24%	-3%	-5%	2%
Cc1ccc(N(CC(=O)N2CCCCCC2)S(C)(=O)=O)c(C)c1	-11%	-3	1.6	-1.2	-8%	1%	8%	15%
CCN(CC(=O)NCc1cccs1)C(=O)c1ccc(NS(=O)(=O)c2cccc([N+](=O)[O-])c2)cc1	0%	-5	1.4	0.2	-11%	0%	-14%	0%
O=C(COC(=O)c1ccc(F)c(S(=O)(=O)N2CCCCC2)c1)NCc1ccc(F)cc1	-1%	3	-0.6	-1.3	-18%	7%	1%	2%
COc1cc([N+](=O)[O-])cc([N+](=O)[O-])c1NC(=O)N1CCOCC1	-4%	3	-0.1	-1.2	-4%	9%	-8%[57.1 µM]	2%
O=C(NCC1CCCO1)c1ccc(COCC(F)(F)C(F)F)cc1 (stereo not given)	-3%	.	-0.5	-0.1	12%	1%	-13%	-8%
COc1cc(C(C)=O)ccc1Oc1ncnc2c1cnn2-c1ccccc1	-7%	8	-1.1	0.2	-13%	12%	1%	-3%
O=c1c2ccccc2nc(-c2ccoc2)n1CCc1ccccc1	-14%	12	0.2	-0.9	-2%	?	-22%	15%
CN1C(=O)/C(=C\c2ccccc2OCc2ccccc2)SC1=S	2%	8	12	1.5	-16%	8%	-3%	7%
CC(=O)c1ccc(N2CCN(C(=O)CCS(=O)(=O)c3ccc4c(c3)CCN4C(C)=O)CC2)cc1	-5%	2	-0.4	-1.1	-1%	6%	-5%	1%
O=C(CSc1nnc(CNC(=O)c2ccccc2)o1)NCc1ccccc1	1%	3	-1.9	0.6	10%	8%	-8%	2%
CC(=O)NC(c1ccccc1)c1nc(-c2ccc(F)c(Cl)c2)cs1 (stereo not given)	-5%	11	-0.2	0.6	-19%	5%	-2%	-8%
Cc1cccc(NC(=O)CCN2C(=O)C3C4C=CC(C4)C3C2=O)n1 (stereo not given)	12µM*	-28	-2.4	-1.6	7%	-9%	14%	-9%
Cc1ccc(N2C(=O)C(Cc3ccc(O)cc3)NC2=S)cc1C (stereo not given)	-12%	1	-2.5	0.5	1%	-1%	-3%	-4%
O=C(N/N=C\c1ccc([N+](=O)[O-])s1)C1COc2ccccc2O1 (stereo not given)	-1%	-3	-3.9	1.0	-6%	9%	-2%	-6%
Cc1cccc(-n2ncc3c(NCCCO)ncnc32)c1	8%	3	0.7	0.9	4%	4%	-8%	7%
CCS(=O)(=O)N1Cc2ccccc2CC1C(=O)Nc1cccc(C)c1 (stereo not given)	-10%	-22	7.3	1.1	-14%	-4%	1%	-3%
O=C(O)CCC(=O)CCC(=O)c1ccccc1	-8%	2	-1.8	-1.8	-17%	0%	-5%	14%
O=C(c1cc2c(s1)-c1ccccc1OC2)N1CCc2ccccc2C1	-2%	-2	-0.1	-0.1	-12%	8%	-7%	-1%
COc1ccc(NC(=O)c2ccc(S(=O)(=O)N3CCCCCC3)cc2)c(OC)c1	-16%	-2	-2.4	-3.0	-12%	19%	-9%	17%

These rows are one share of the data (hit frequency here may not be typical).
